EPAC2 antagonist = EPAC2 (human) antagonism | Q8WZA2 | Potency, µM (titrated, usually from 114 µM), without a hit: at the top dose activity, negative = inhibition, hits mostly inhibitors | EPAC2 GEF exchange of Rap1B-BODIPY-GDP, fluorescence | hit rate 0.18% among 360,000; also: % is scaled to controls: 0 for no effect and ±100 for the full control effect; nearly all actives have a fitted effect of over 45% in size; many of its hits are not listed in these tables
Target sequence (Q8WZA2 whole entry, looked up): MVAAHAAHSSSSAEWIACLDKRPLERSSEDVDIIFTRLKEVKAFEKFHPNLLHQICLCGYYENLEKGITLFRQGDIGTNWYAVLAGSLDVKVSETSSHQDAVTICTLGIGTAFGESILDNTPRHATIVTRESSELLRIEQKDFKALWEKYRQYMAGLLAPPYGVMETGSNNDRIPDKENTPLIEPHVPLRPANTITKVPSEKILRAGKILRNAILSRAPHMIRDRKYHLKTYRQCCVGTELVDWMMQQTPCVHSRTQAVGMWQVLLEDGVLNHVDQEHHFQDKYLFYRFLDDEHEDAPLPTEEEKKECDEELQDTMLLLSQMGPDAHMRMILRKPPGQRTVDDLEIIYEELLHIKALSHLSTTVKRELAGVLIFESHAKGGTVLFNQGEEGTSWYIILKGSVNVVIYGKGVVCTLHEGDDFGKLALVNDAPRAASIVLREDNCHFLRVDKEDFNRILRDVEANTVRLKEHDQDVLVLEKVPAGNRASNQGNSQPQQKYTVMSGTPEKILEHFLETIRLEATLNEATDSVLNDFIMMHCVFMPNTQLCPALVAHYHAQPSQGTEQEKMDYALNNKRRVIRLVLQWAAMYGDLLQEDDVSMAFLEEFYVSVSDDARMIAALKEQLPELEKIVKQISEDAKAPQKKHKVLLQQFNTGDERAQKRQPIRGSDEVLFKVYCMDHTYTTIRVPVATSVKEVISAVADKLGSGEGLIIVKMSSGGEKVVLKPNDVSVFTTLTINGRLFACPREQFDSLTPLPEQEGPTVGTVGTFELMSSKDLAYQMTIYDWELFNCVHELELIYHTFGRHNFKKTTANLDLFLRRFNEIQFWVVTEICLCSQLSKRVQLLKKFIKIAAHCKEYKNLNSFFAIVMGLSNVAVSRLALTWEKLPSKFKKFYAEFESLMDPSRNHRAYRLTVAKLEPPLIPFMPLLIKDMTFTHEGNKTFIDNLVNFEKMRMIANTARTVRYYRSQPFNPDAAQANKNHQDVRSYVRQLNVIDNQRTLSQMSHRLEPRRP
ATXN viability = reduces viability in counter-screen for ATXN expression inhibitors | S2 cells (HEK-293 line with an ATXN2-luciferase reporter) viability, CellTiter-Fluor protease fluorescence, 24 h | Potency, µM (highest dose often 56.7 µM), most hits filed as cytotoxic | hit rate 0.49% among 400,000 | AID 651635; also: nearly all actives have a fitted effect of over 40% in size
TGFb inhibitor = TGF-b pathway inhibition; hit rate 1.2% among 410,000; HepG2 CAGA-GFP TGF-b/SMAD3 reporter, GFP fluorescence, 18 h; TGF-beta stimulated, 500 pg/mL final; Potency, µM (top dose mostly 46.1 µM), inactives show at the highest dose activity, negative = inhibition, most hits filed as inhibitors; also: % is scaled to controls: 0 for no effect and ±100 for the full control effect; nearly all actives have a fitted effect of over 65% in size
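Per well, imaged GFP fluorescence of HEPG2 CAGA-GFP cells gives the signal; cells get compound, then TGF-beta (500 pg/mL final), 18 h at 37 degrees C; %Activity versus -TGF-beta and +DMSO controls.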
HepG2 viability = kills HepG2 cells in TGF-b inhibitor counter-screen | HepG2 CAGA-GFP viability, ATP luminescence, 18 h | Potency, µM (series often up to 46.1 µM), for the others: at the highest dose activity change, negative = cytotoxicity, actives largely listed as cytotoxic | hit rate 0.76% among 410,000 | AID 588856; also: some results filed as inactive show a strong effect at the top dose
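CellTiter-Glo luminescence gave cytotoxicity after 18 hours at 37 degrees C. The cells were HepG2 CAGA-GFP in 1% FBS DMEM, stimulated with 500 pg/mL TGF-beta after compound addition. %Activity was normalised to no-cell wells (complete cell-killing) and DMSO (no toxicity), and curves were fitted and classified.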
MCF10A rerep = inducers of DNA re-replication in MCF 10A breast cells; hit rate 2.9% among 350,000; MCF 10A DNA re-replication, Hoechst nuclear intensity, 48 h; AID 624296; Potency, µM (titrated, usually from 46.1 µM), for inactives: top-dose activity, positive = re-replication, most hits filed as activators; also: % of control where 0% means no effect; nearly all actives have a fitted effect of over 50% in size
Nrf2 ARE act = activators of Nrf2 (ARE) signaling | AREc32 ARE-luciferase reporter (MCF7-derived line), luminescence, 24 h | Potency, µM (titrated, usually from 46.1 µM), without a hit: top-dose activation, usual class: activators | hit rate 0.31% among 410,000 | AID 624171; also: % of control where 0% means no effect; nearly all actives have a fitted effect of over 65% in size
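ARE-driven firefly luciferase activity in AREc32 cells measured after a 24 hr compound exposure at 37 deg C, using Steady-Glo reagent and a 30 min room-temperature hold.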
A549 tox = A549 cytotoxicity, counter-screen for Nrf2 inhibitors; A549 ARE-Fluc cells, CellTiter-Fluor viability, 18-24 h; Potency, µM (series often up to 46 µM), for inactives: at the top dose activity change, negative = cytotoxicity, hits mostly inhibitors; hit rate 0.16% among 390,000; also: % is scaled to controls: 0 for no effect and ±100 for the full control effect
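A549 ARE_Fluc cells in 5% FBS OPTI-MEM were exposed to compounds in concentration-response for 18-24 h at 37 deg C. Viability was read by CellTiter-Fluor fluorescence (Ex 405/Em 525) after 30 min, before the luciferase read.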
Nrf2 block = blocks Nrf2 signaling; A549 ARE-Fluc reporter, luciferase luminescence, 18-24 h; Potency, µM (doses to about 46 µM), for inactives: at the highest dose activity change, negative = inhibition, hits mostly inhibitors; hit rate 2.1% among 360,000; also: % is scaled to controls: 0 for no effect and ±100 for the full control effect; nearly all actives have a fitted effect of over 60% in size
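A549 ARE_Fluc cells, 5000/well, 5% FBS OPTI-MEM; compounds in dose-response, 18-24 h at 37 °C/5% CO2; CellTiter-Fluor viability read (Ex 405/Em 525), then BugLite luciferase luminescence = Nrf2 activity.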
ATXN2 expr inh = ATXN2 expression inhibition; HEK-293 ATXN2-luciferase reporter, luminescence, 24 h; Potency, µM (top dose mostly 57 µM), for inactives: at the top dose activity change, negative = inhibition, usual class: inhibitors; hit rate 0.72% among 360,000; also: % is scaled to controls: 0 for no effect and ±100 for the full control effect; nearly all actives have a fitted effect of over 55% in size
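qHTS (up to 57 uM final) was run with 24 h compound exposure of reporter cells at 37 °C. Each well was multiplexed: SteadyGlo luminescence measured ATXN2-luciferase expression after a fluorogenic Gly-Phe-AFC viability readout (25 uM final).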
An asterisk follows results filed as active; i = inactive; ? = inconclusive; . = not tested or not shown; [ ] = dose if it differs, or a comment. Calls follow the shape of the dose curve; as a rule, active = well fitted curve in the direction sought with a large enough effect; inconclusive = small, poorly fitted or top-dose-only effect, or another doubt; inactive = no such curve, though single readings can be large; an effect the other way counts as inactive or inconclusive. Potency is read from the fitted curve at half-maximal effect. An excerpt; count on the stated rates, not on these rows.

SMILES	EPAC2 antagonist	ATXN viability	TGFb inhibitor	HepG2 viability	MCF10A rerep	Nrf2 ARE act	A549 tox	Nrf2 block	ATXN2 expr inh
Cc1cccc(N2C(=O)c3cccc(Oc4ccc(Cl)cc4)c3C2=O)c1	-5%	i	-22%	-16%	1%	0.0%	16%	13%	.
CC1CCCN(S(=O)(=O)c2ccccc2[N+](=O)[O-])C1 (configuration not stated)	-12%	i	-5%	-1%	9%	2.3%	-8%	-22%	7%
CCN(CC(=O)Nc1ccc2c(c1)OCCO2)C(=O)CCOc1ccccc1	1%	i	-7%	-8%	?	-0.2%	-9%	-5%	2%
CC(=O)c1ccc(OC(=O)c2ccc(Br)o2)cc1	-14%	i	19%	-11%	8%	0.3%	0%	-5%	0%
COc1ccc(C(=O)C2CCCN(C(=O)c3cccc(Cn4cccn4)c3)C2)cc1F (configuration not stated)	3%	i	-27%	-26%	2%	0.4%	-1%	17%	-24%
COc1cccc(OC)c1C(=O)NNC(=O)c1cccc(COc2ccc3c(c2)CCC3)c1	-2%	i	-2%	-25%	17%	0.0%	14%	?	5.6µM*
Cc1ccc(C(=O)NCCC(=O)N2CCOCC2)cc1	1%	i	5%	-12%	-40%[inhibitor]	0.2%	2%	?	3%
COC(=O)c1ccc(NC(=O)c2c(C(=O)Nc3ccccc3)sc3nc(C)cc(=O)n23)cc1	-7%	i	10%	-2%	-2%	-0.5%	-11%	-10%	.
CCCCN(C(=O)NC(=O)Nc1ccccc1OCC)S(C)(=O)=O	-1%	i	-15%	5%	20%	0.3%	2%	-24%	-3%
NNC(=O)c1[nH]c2ccc(Br)cc2c1-c1ccccc1	-23%	?	?	-27%	?	2.2%	?	3%	-34%
Cc1ccc(NC(=O)C2CCCN2S(=O)(=O)c2ccc(F)cc2)c(C)c1 (configuration not stated)	0%	i	2%	-17%	6%	-0.6%	0%	-7%	2%
O=S(=O)(c1cccs1)N1CCCCC1	18%	i	-4%	4%	.	-0.7%	.	.	.
CCOc1ccc(-c2nc(Cn3c(=O)cc(C)c4c(C)nn(-c5ccccc5)c43)c(C)o2)cc1	.	i	-21%	-13%	.	0.0%	-1%	?	33%[activator]
CC1=C(C)CC(C(=O)Nc2ccc(C(N)=O)cc2)C(C(=O)O)C1 (configuration not stated)	2%	i	-2%	0%	4%	0.0%	0%	?	8%
CN1CCN(S(=O)(=O)c2ccc(Br)s2)CC1	-2%[57.1 µM]	i	8%	2%	10%	-0.5%	-7%	-11%	2%
O=C1CS(=O)(=O)N(Cc2ccccc2F)c2ccc(Br)cc21	-20%	i	13µM*	-24%	?	0.7%	-8%	?	4%
CC(Nc1nc(-c2ccc3c(c2)NC(=O)CO3)cs1)c1ccccc1 (configuration not stated)	-13%	i	?	-11%	17%	5.3%	-8%	?	-23%
N#C/C(=N\Nc1ccc(F)cc1)C(=N)N1CCCCC1	6%	i	4%	3%	-3%	0.1%	-24%	?	45%[activator]
Cn1nc(-c2ccccc2F)c2cc(C(=O)Nc3cc(F)ccc3F)sc21	.	i	-16%	-33%	.	0.2%	-4%	-15%	-3%
C=CCn1c(SCC(=O)Nc2cccnc2Cl)nnc1-c1ccc(C(C)(C)C)cc1	1%	i	4%	3%	11%	0.0%[9.22 µM]	1%	-8%	15%
O=C1CC(c2ccco2)CC(O)=C1C=NCCN1CCN(C2CC(=O)N(c3ccccc3)C2=O)CC1 (configuration not stated)	3%	i	0%	0%	-5%	0.1%	-11%	1%	7%
CCOC(=O)c1c(C)c(C(=O)NCC2CCCO2)c(C)n1CC (configuration not stated)	8%	i	-23%	-2%	9%	-0.1%	0%	.	17%
O=C(c1ccccc1Cl)N1CCC(N2CCC(C(=O)N3CCCC3)CC2)CC1	12%	i	1%	1%	14%	2.7%	0%	-10%	9%
O=C(Nc1cccc2c1CCCC2)C1CCN(C(=O)NC2CCCCC2)CC1	11%	i	5%	2%	14%	-0.2%	-1%	2%	2%
CC(=O)[C@@]12O[C@@H]1C[C@H]1[C@@H]3CC[C@H]4C[C@@H](O)CC[C@]4(C)[C@H]3CC[C@@]12C	13%	i	-2%	-12%	?	0.0%	6%	-8%	1%

Single values from the results shown:
HepG2 viability, O=C1CC(c2ccco2)CC(O)=C1C=NCCN1CCN(C2CC(=O)N(c3ccccc3)C2=O)CC1 (configuration not stated) stands at 0%
MCF10A rerep, CC(Nc1nc(-c2ccc3c(c2)NC(=O)CO3)cs1)c1ccccc1 (configuration not stated) stands at 17%
EPAC2 antagonist, CCCCN(C(=O)NC(=O)Nc1ccccc1OCC)S(C)(=O)=O stands at -1%
MCF10A rerep, Cc1ccc(C(=O)NCCC(=O)N2CCOCC2)cc1 stands at -40%[inhibitor]
EPAC2 antagonist, CC(=O)[C@@]12O[C@@H]1C[C@H]1[C@@H]3CC[C@H]4C[C@@H](O)CC[C@]4(C)[C@H]3CC[C@@]12C stands at 13%

Among those listed so far, 4 contain bromine:
SMILES	EPAC2 antagonist	ATXN viability	TGFb inhibitor	HepG2 viability	MCF10A rerep	Nrf2 ARE act	A549 tox	Nrf2 block	ATXN2 expr inh
CC(=O)c1ccc(OC(=O)c2ccc(Br)o2)cc1	-14%	i	19%	-11%	8%	0.3%	0%	-5%	0%
NNC(=O)c1[nH]c2ccc(Br)cc2c1-c1ccccc1	-23%	?	?	-27%	?	2.2%	?	3%	-34%
CN1CCN(S(=O)(=O)c2ccc(Br)s2)CC1	-2%[57.1 µM]	i	8%	2%	10%	-0.5%	-7%	-11%	2%
O=C1CS(=O)(=O)N(Cc2ccccc2F)c2ccc(Br)cc21	-20%	i	13µM*	-24%	?	0.7%	-8%	?	4%

More records.
SMILES	EPAC2 antagonist	ATXN viability	TGFb inhibitor	HepG2 viability	MCF10A rerep	Nrf2 ARE act	A549 tox	Nrf2 block	ATXN2 expr inh
c1csc(-c2nc3ccccn3c2NC2CCCCC2)c1	?	i	2%	-1%	?	?	-11%	?	-18%
O=C(NCc1ccco1)C1(c2ccc(Cl)cc2)CCCC1	0%	i	-5%	-19%	0%	-0.4%	12%	-24%	-12%
Cn1c(=O)c2c(nc(SCC(=O)O)n2Cc2cc3c(cc2Cl)OCO3)n(C)c1=O	-4%	i	-17%	-6%	0%	-0.1%	.	0%	3%
CCn1c2c(c(=O)n3ncc(C(=O)Nc4ccc(F)cc4Cl)c13)CN(Cc1ccc(OC)cc1)CC2	.	i	?	-16%	.	0.6%	1%	.	-13%
O=C(NCc1ccccc1)/C(=C\c1ccc(F)cc1)NC(=O)c1ccco1	7%	i	11%	0%	.	-0.2%	.	.	.
Cc1cc(NC(=O)CSc2nc3c(c(=O)n2CCc2ccccc2)SC(C)C3)no1 (configuration not stated)	13%	i	3%	-4%	16%	-0.8%	-10%	?	-8%
CCOc1ccc2[nH]c3c(NCCC(C)C)ncnc3c2c1	5%	i	?	-35%	12µM*	0.2%	-9%	?	?
COc1ccc(NC(=O)CSc2nnc(CNC(=O)c3ccco3)o2)c(OC)c1	-4%	i	-5%	10%	-1%	-0.8%	-1%	5%	3%
COc1ccccc1/C=C1\CCC(C2CCCC2)C1=O (configuration not stated)	-20%	i	-7%	-4%	18µM*	10%	?	28%	.
COc1cc(NC(=O)c2ccc(S(=O)(=O)N(C)c3ccccc3)cc2)cc(OC)c1	1%	i	1%	-16%	2%	1.4%	-14%	?	-16%
Cc1ccc(N(CC(=O)NC2CCCCC2)C(=O)CCCC(=O)Nc2ccccn2)c(C)c1	5%	i	0%	2%	-2%	0.3%	-7%	-1%	13%
CCc1ccccc1Cn1c(=O)oc2cccnc21	4%	i	16%	-15%	-1%	0.2%	3%	-4%	-9%
O=C(NC1CCCC1)C(c1ccncc1)N(C(=O)c1ccco1)c1ccc(Cl)cc1 (configuration not stated)	-6%	i	7%	-1%	4%	3.3%	-4%	-9%	-1%
COc1cccc2cc(-c3cc(=O)oc4cc(C)c(O)cc34)oc12	1%	i	-6%	-6%	16%	0.2%	0%	-12%	.
O=C(Nc1ccc(Cl)cc1)c1cc(S(=O)(=O)N2CCOCC2)cs1	-5%	i	1%	0%	28%	2.2%	?	4.6µM*	-20%
CCOC(=O)c1c(C(F)(F)F)cc(-c2ccc(F)cc2)nc1C	0%	i	?	-36%	-1%	-0.3%	9%	30%	4%
O=C(/C=C/c1cn(-c2ccccc2)nc1-c1ccccc1)Nc1ccc(C(=O)O)cc1	2%	i	?	-67%	?	3.2%	0%	26%	79%[activator]
CN(C)c1cccc2c(S(=O)(=O)N3CCCC3)cccc12	-15%	i	-4%	5%	?	0.9%	3%	-6%	.
Cc1ccc2cc3cc(C(=O)NCCN4CCOCC4)oc3nc2c1	-3%	i	0%	-16%	6%	1.9%	2%	9%	3%

Record cards, from the list above. Values in the order: EPAC2 antagonist | ATXN viability | TGFb inhibitor | HepG2 viability | MCF10A rerep | Nrf2 ARE act | A549 tox | Nrf2 block | ATXN2 expr inh
Entry for O=C(Nc1ccc(Cl)cc1)c1cc(S(=O)(=O)N2CCOCC2)cs1 → -5% | i | 1% | 0% | 28% | 2.2% | ? | 4.6µM* | -20%
Entry for O=C(NCc1ccco1)C1(c2ccc(Cl)cc2)CCCC1 → 0% | i | -5% | -19% | 0% | -0.4% | 12% | -24% | -12%
